hIAP activ: increases human intestinal alkaline phosphatase activity | actives 0.16% (n = 330,000) | purified human IAP, CDP-Star luminescence, 30 min; hits give high values; 1 = vehicle-only enzyme, 0 = enzyme-free background | activation factor at 10 µM | AID 2524;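 active = activation factor of the enzyme at least 2-fold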; also: the source names both 10 and 20 µM as test concentration; values of inactives mirror those of a sister screen read the other way
Target sequence (P09923 whole entry, looked up): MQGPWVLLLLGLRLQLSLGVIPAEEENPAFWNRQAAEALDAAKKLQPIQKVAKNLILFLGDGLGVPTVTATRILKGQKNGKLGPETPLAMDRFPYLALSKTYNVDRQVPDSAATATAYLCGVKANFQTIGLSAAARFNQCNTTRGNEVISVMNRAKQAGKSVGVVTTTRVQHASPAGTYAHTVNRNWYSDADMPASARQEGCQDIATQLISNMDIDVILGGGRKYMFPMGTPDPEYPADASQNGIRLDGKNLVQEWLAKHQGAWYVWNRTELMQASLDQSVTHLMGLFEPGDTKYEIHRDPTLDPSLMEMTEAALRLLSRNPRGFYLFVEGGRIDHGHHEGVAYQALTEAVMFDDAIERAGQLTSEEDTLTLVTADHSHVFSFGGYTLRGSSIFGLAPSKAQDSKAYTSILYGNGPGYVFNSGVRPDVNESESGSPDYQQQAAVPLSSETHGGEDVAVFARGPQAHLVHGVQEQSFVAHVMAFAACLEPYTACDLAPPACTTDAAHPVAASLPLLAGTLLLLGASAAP
MIN6 prolif: induces beta-cell replication in MIN6 cells; actives 0.29% (n = 330,000); proliferation, % at 10 µM; MIN6 cells proliferation, ATPlite luminescence, 48 h; cells starved in 0.2% serum; 100% = growth in 10% serum;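 active = compounds whose signal lies at least 3.5 SD above the mean of all wells on their plate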;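 also: 0% = DMSO-treated cells in low-serum medium and 100% = 10% serum control; some compounds called inactive have numbers as strong as hits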
APOBEC3A inh: blocks human APOBEC3A ssDNA deamination; inhibition, % at 20 µM; recombinant A3A, FAM/TAMRA ssDNA deamination fluorescence; actives 0.41% (n = 330,000);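 active = at least 40% inhibition at 20 µM here, with at most 30% in a related deaminase screen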;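 also: plate controls were A3A with DMSO for no effect and wells lacking A3A enzyme for full effect; some results filed as inactive read as strong as hits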
Target sequence (P31941 whole entry, looked up): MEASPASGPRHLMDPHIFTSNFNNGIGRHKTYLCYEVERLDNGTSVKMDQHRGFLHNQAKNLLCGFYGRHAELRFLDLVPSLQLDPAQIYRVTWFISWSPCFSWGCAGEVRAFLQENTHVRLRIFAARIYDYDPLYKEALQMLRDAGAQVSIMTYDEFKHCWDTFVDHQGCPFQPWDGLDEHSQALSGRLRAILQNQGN
hIAP block: blocks human intestinal alkaline phosphatase | P09923 | purified IAP, CDP-Star luminescence, 30 min | inhibition, % at 10 µM | actives 0.12% (n = 330,000) | AID 2544;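 active = inhibition reaching a set limit with compound at 10 µM in the primary screen, cut at about 35% in these data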;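 also: plate controls were DMSO wells with enzyme for no effect and no-enzyme buffer wells for full effect; values of inactives mirror those of a sister screen read the other way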
mIAP activ: increases mouse intestinal alkaline phosphatase activity | muIAP, CDP-Star luminescence, 30 min; hits give high values; 1 = vehicle-only enzyme signal, 0 = enzyme-free wells | activation factor at 10 µM | actives 0.24% (n = 330,000) | AID 2805;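 active = activation factor of at least 2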; also: the source names both 10 and 20 µM as test concentration; values of inactives mirror those of a sister screen read the other way
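Assay system: mouse IAP enzyme; reagent: chemiluminescent substrate CDP-Star; dosing: test compounds delivered from DMSO solution; schedule: 30 min at room temperature; measured by: luminescence from enzymatic CDP-Star hydrolysis; controls: DMSO-only wells and no-enzyme negative control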
MPTP block: permeability transition pore inhibition. isolated mouse mitochondria, Ca2+ swelling absorbance, 30 min. inhibition, % at 10 µM. actives 1.4% (n = 360,000);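 active = inhibition of 50% or more, scaled per plate between neutral and stimulator controls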;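 also: 0% = DMSO wells given calcium and 100% = 1 mM EGTA wells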
APOBEC3G inh: blocks human APOBEC3G single-stranded DNA deamination | Q9HC16 | recombinant A3G, ssDNA deamination FAM/TAMRA fluorescence | inhibition, % at 20 µM | actives 0.28% (n = 330,000);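 active = inhibition of at least 40% at 20 µM, with no more than 30% in the related APOBEC3A deaminase screen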;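 also: plate controls were DMSO wells with A3G for no effect and wells lacking A3G enzyme for full effect; some compounds called inactive have numbers as strong as hits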
Target sequence (Q9HC16 whole entry, looked up): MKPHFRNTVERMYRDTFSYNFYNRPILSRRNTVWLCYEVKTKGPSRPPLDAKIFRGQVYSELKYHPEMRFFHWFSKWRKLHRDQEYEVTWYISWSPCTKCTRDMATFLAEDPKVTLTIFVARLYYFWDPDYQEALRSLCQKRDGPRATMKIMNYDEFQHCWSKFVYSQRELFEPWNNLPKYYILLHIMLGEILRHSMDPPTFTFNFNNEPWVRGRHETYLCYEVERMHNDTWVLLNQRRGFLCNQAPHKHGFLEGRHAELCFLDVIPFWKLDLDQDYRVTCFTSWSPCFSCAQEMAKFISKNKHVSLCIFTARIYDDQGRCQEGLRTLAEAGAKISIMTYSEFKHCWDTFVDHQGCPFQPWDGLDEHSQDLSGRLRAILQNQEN
NR3A LBD binder: modulates the human NR3A ligand-binding domain; NR3A LBD differential scanning fluorimetry, Tm shift; 0% = protein alone, 100% = glycine-bound protein; actives 2.5% (n = 340,000); Tm shift relative to glycine control, % at 25 µM; AID 1259313;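 active = melting temperature shift of at least 10% of the positive control shift, at one fixed dose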
mIAP inh: blocks mouse intestinal alkaline phosphatase; purified mouse IAP, CDP-Star luminescence, 30 min; inhibition, % at 10 µM; actives 0.2% (n = 330,000); AID 2806;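 active = inhibition of at least 40% at 10 µM in the primary screen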;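 also: plate controls were DMSO with enzyme for no effect and no enzyme wells for full effect; values of inactives mirror those of a sister screen read the other way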
* marks the source's active call; other numbers are inactive results; x = not tested or not shown.

SMILES	hIAP activ	MIN6 prolif	APOBEC3A inh	hIAP block	mIAP activ	MPTP block	APOBEC3G inh	NR3A LBD binder	mIAP inh
COc1ccc([N+](=O)[O-])cc1NCC(=O)Nc1cc(S(=O)(=O)N2CCCCC2)ccc1C	0.896	-3.2	-3.0	10.4	0.957	-1.0	-10.3	-0.2	4.3
O=C(Cc1ccsc1)NNC(=O)c1ccc(F)cc1	1.07	-1.1	0.5	-7.3	0.974	-2.0	-6.6	-0.3	2.6
COC(=O)c1ccccc1NC(=O)N[C@@H](C)C(=O)OC	1.01	1.2	-0.4	-0.8	1.07	-0.1	-2.4	2.5	-7.4
CSCCC(NS(=O)(=O)c1cccs1)C(=O)NCc1cccs1 (stereo unspecified)	1.19	1.3	-5.7	-19.0	1.02	-3.8	-6.5	-3.9	-2.1
CCc1ccc(N2C(=O)CN(Cc3ccc(OC)c(OC)c3)C2=S)cc1	1.16	-4.6	8.0	-16.2	1.07	2.5	2.5	-2.6	-6.9
O=C(NC1CSCC1OC(=O)c1ccccc1)c1ccccc1 (stereo unspecified)	0.983	-2.4	-3.7	1.7	1.02	0.1	-4.8	-0.8	-1.7
O=[N+]([O-])c1ccc(CN2CCCCCC2)cc1	1.01	2.0	-3.5	-0.8	1.01	0.2	-6.7	-1.2	-1.5
Cc1csc(=O)n1CC(=O)OCC(=O)c1ccc(Br)cc1	0.909	3.4	-2.2	9.1	0.933	-0.8	-6.9	3.7	6.7
CCCc1nc(SCC(=O)N2CCC(C)CC2)c2c(=O)n(C)c(=O)n(C)c2n1	1.05	-0.9	-1.4	-5.4	1.07	1.3	-1.6	-3.9	-6.6
COc1ccc(Cl)cc1N(CC(=O)N1CCCC1)S(=O)(=O)c1ccc(C)cc1	0.878	1.3	-3.6	12.2	0.882	0.0	-9.6	-3.3	11.8
O=C(CSc1nccn1Cc1ccccc1)Nc1nccs1	1.07	-4.8	1.0	-7.2	1.02	-0.6	-4.6	-3.0	-1.9
CCCCN(C(=O)CSCC(=O)Nc1ccc(OC)cc1)c1c(N)n(CCC)c(=O)[nH]c1=O	1.35	3.5	0.2	-35.3	1.04	-1.3	-7.0	-1.6	-4.5
O=C1CC(c2c(F)cccc2Cl)C(n2cncn2)C(O)=C1C1NCCc2ccccc21 (stereo unspecified)	1.08	-0.5	-2.3	-8.5	1.05	5.6	-3.5	-0.4	-4.7
Nn1c(SCc2cccc(C(F)(F)F)c2)nnc1-c1ccco1	1.02	-1.6	-0.7	-1.6	0.948	0.2	-1.7	-0.2	5.2
COc1ccc(CCn2nnnc2C(C(C)C)N2CCC(C(N)=O)CC2)cc1OC (stereo unspecified)	0.859	-2.5	-0.4	14.1	0.976	-0.6	-0.7	-1.3	2.4
CC(=O)Nc1cc(-c2ccc(Cl)cc2)nn1-c1ccccc1	1.04	-1.2	-0.5	-4.2	0.954	-1.1	-2.7	-0.1	4.6
O=C(COc1ccc(S(=O)(=O)N2CCCCC2)cc1)N1CCOCC1	0.975	0.3	1.5	2.5	0.99	-0.9	-3.4	-0.9	1.0
Cc1ccc(/C=N/Nc2ccc(F)cc2F)s1	0.842	-1.7	-4.9	15.8	0.909	3.1	-9.6	-10.2	9.1
CCOC(=O)/C(C#N)=C1/C=C(C)c2ccccc2N1	1.1	7.1*	5.4	-10.5	1.1	-1.1	-8.6	-0.9	-9.7
CN(C)CC#CCCCCCCC#CCN(C)C	0.929	-1.7	0.5	7.1	0.949	x	-1.2	x	5.1
Cc1[nH]c2ccccc2c1/C=C(\C#N)S(=O)(=O)c1ccccc1	1.05	-1.7	5.3	-5.3	0.978	72.1*	3.8	5.2	2.2
Cn1c(-c2ccccc2)cnc1SCC(=O)N1CCCCC1	1.14	-1.4	2.5	-14.1	0.978	-1.4	2.0	-0.3	2.2
COC(=O)C1(S(=O)(=O)c2cc(Br)cc3c2N(C(C)=O)CC3)CC1	0.939	2.4	0.3	6.1	0.996	0.3	-5.5	1.4	0.4
Cc1ccc(NC(=O)Nc2cnc3ccccc3c2)cc1	1.18	-2.9	22.3	-18.1	1.1	87.1*	-8.0	27.5*	-9.7
CC1=NN(/C(=N\c2nnc(C)s2)Nc2ccc(C)cc2)[C@H](c2ccc(C)cc2)S1	1.02	-3.6	-1.5	-1.7	0.968	-1.4	-1.1	-0.9	3.2
Cc1cccc(N2CCN(C(=O)CCNS(=O)(=O)c3cccs3)CC2C)c1 (stereo unspecified)	0.87	0.0	-1.5	13.0	0.973	-0.3	-2.9	1.1	2.7
C=CCn1c(SCC(=O)Nc2ccc(OC)cc2)nc2c([nH]c3ccccc32)c1=O	1.08	2.1	-0.4	-7.7	1.05	4.4	-4.6	4.5	-5.2
CN(C)S(=O)(=O)c1ccc(C(=O)NCCN2C(=O)S/C(=C\c3cccnc3)C2=O)cc1	1.17	-2.9	3.9	-17.4	0.968	0.2	-1.9	-0.8	3.2
CCOc1ccccc1-n1c(CN2CCN(C(=O)c3ccco3)CC2)nc2ccccc2c1=O	1.16	-1.0	25.6	-16.0	0.955	-1.0	0.0	-9.2	4.5
CN(CCOc1ccc(F)cc1)Cc1ccccc1	1.04	0.0	-6.1	-4.5	0.978	-0.3	-8.3	0.1	2.2
CCc1cc(=O)oc2c(C)c(O[C@@H]3O[C@H](CO)[C@@H](O)[C@H](O)[C@H]3O)ccc12	0.89	1.8	1.8	11.0	1.01	-1.4	-5.1	-0.3	-1.5
COc1ccc(N/C=C2\CCc3ccccc3C2=O)cc1	0.904	-5.7	-3.8	9.6	1.03	-2.8	8.4	-22.3	-3.1
Cc1cc(OC(C)C(=O)Nc2ccncc2)ccc1Cl (stereo unspecified)	1.21	-5.1	-6.5	-20.8	1.13	36.1	-1.5	-2.9	-13.0
CCC(c1nnc(SCC(=O)Nc2cccnc2Cl)n1-c1ccccc1)N(C)C (stereo unspecified)	1.04	-0.1	-3.9	-3.9	1	0.6	-4.2	-1.1	0.0
COCCn1nnnc1C(C(C)C)N1CCSCC1 (stereo unspecified)	1.03	-1.7	10.1	-3.3	1.13	0.7	-8.1	-0.6	-12.9
COc1cccc(-n2ccnc2SCC(=O)Nc2ccccc2F)c1	1.1	-0.4	3.3	-9.9	1.03	0.4	-3.2	-2.9	-2.6

A draw from above in order of length of the SMILES, ascending.
SMILES	hIAP activ	MIN6 prolif	APOBEC3A inh	hIAP block	mIAP activ	MPTP block	APOBEC3G inh	NR3A LBD binder	mIAP inh
COc1ccc(N/C=C2\CCc3ccccc3C2=O)cc1	0.904	-5.7	-3.8	9.6	1.03	-2.8	8.4	-22.3	-3.1
COc1cccc(-n2ccnc2SCC(=O)Nc2ccccc2F)c1	1.1	-0.4	3.3	-9.9	1.03	0.4	-3.2	-2.9	-2.6
CCOc1ccccc1-n1c(CN2CCN(C(=O)c3ccco3)CC2)nc2ccccc2c1=O	1.16	-1.0	25.6	-16.0	0.955	-1.0	0.0	-9.2	4.5

Whole records, quoted from the list.
`CCOc1ccccc1-n1c(CN2CCN(C(=O)c3ccco3)CC2)nc2ccccc2c1=O` in the list: hIAP activ: 1.16; MIN6 prolif: -1.0; APOBEC3A inh: 25.6; hIAP block: -16.0; mIAP activ: 0.955; MPTP block: -1.0; APOBEC3G inh: 0.0; NR3A LBD binder: -9.2; mIAP inh: 4.5
`Cc1cccc(N2CCN(C(=O)CCNS(=O)(=O)c3cccs3)CC2C)c1` (stereo unspecified) in the list: hIAP activ: 0.87; MIN6 prolif: 0.0; APOBEC3A inh: -1.5; hIAP block: 13.0; mIAP activ: 0.973; MPTP block: -0.3; APOBEC3G inh: -2.9; NR3A LBD binder: 1.1; mIAP inh: 2.7

Next part
SMILES	hIAP activ	MIN6 prolif	APOBEC3A inh	hIAP block	mIAP activ	MPTP block	APOBEC3G inh	NR3A LBD binder	mIAP inh
COc1ccc(C(=O)Cc2ccc3c(c2)OCO3)c(O)c1	1	-2.0	-1.2	-0.2	0.934	0.8	-12.4	-1.3	6.6
COc1cccc(-n2c(=S)sc3c(=O)n(-c4ccccc4OC)c(=S)[nH]c32)c1	1	-3.2	-5.1	-0.4	1.05	0.2	-6.0	1.7	-5.4
Cc1cc(NC(=O)CS(=O)(=O)c2ccc(Cl)cc2)no1	0.816	2.1	-4.7	18.4	0.876	0.9	-3.7	-1.3	12.4
O=C(O)CSc1nc2ccccc2[nH]1	1.02	-2.8	-5.5	-1.7	0.927	-0.9	-7.2	-0.4	7.3
CC(C)NS(=O)(=O)c1ccc(OCC(=O)NCc2ccc3c(c2)OCO3)c(Cl)c1	1.19	-1.7	6.2	-19.0	1.05	-2.0	5.7	-1.6	-5.0
O=C(NN=C1CCCC1)c1ccc(O)cc1	0.889	-2.8	-3.2	11.1	1.03	0.8	-8.2	-2.0	-2.6
CCOC(=O)CSc1nc2ccccc2c(=O)n1CC1CCCC1	0.853	-2.8	-3.0	14.7	0.989	0.3	-6.0	2.2	1.1
O=C(N=NC(=O)c1ccc2c(O)n(C3CCCCC3)c(O)c2c1)c1cccnc1	0.928	-3.8	15.2	7.2	0.994	0.8	6.3	-1.6	0.6
CC(=O)Nc1ccc(C(=O)OCC(=O)Nc2ccc(N3CCOCC3)cc2)cc1	1	1.4	1.5	-0.4	0.975	-0.1	-4.1	1.4	2.5
Cc1cc(C)c(C)c(S(=O)(=O)N2CCC(C(=O)NCc3ccco3)CC2)c1C	0.991	-4.5	-4.0	0.9	1.16	0.1	-7.3	-0.2	-15.9
C=CCNS(=O)(=O)c1cc(S(=O)(=O)NCC=C)c(OC)cc1OC	0.929	-3.5	-3.2	7.1	0.944	-0.5	-6.2	-2.0	5.6
COc1ccc(N2CCN(C(=O)c3cn(C)c(=O)c4c3c3ccccc3n4C)CC2)cc1	0.98	-1.8	1.2	2.0	0.91	-1.5	-6.4	0.3	9.0
COc1cc(NC(=O)c2ccc3c(SCC(=O)O)c4c(nc3c2)CCC4)cc(OC)c1OC	1.16	-4.3	1.1	-15.7	0.927	-0.1	2.7	-2.2	7.3
CCCc1[nH]n(-c2nc3ccccc3s2)c(=O)c1C=NCCCOC	0.959	0.5	0.7	4.1	0.959	4.5	-4.2	0.3	4.1
O=C(O)c1cc(NS(=O)(=O)c2ccc(N3CCCCC3)c([N+](=O)[O-])c2)cc(C(=O)O)c1	0.981	-2.9	1.6	1.9	1.09	-2.1	-6.7	2.8	-9.4
O=C(O)CCN1C(=O)C2C3c4ccccc4C(c4ccccc43)C2C1=O (stereo unspecified)	1.05	0.9	6.9	-5.1	1.13	0.9	15.1	-2.1	-12.8
O=C1N(CCCCN2C(=O)C3(OCCO3)c3ccccc32)c2ccccc2C12OCCO2	1	-1.4	-6.7	-0.2	0.97	-0.4	-6.8	-0.1	3.0
COc1ccc(N2CCN(c3ncnc4scc(-c5ccc(C)cc5)c34)CC2)cc1	0.979	-3.6	-1.2	2.1	0.887	1.4	-2.7	-3.6	11.3
O=S(=O)(/C=C/c1ccccc1)n1cnc2ccccc21	1.06	1.0	-2.3	-6.3	0.946	-0.2	-6.7	-1.5	5.4
COc1ccc(C(=O)COc2nc(C)cc(C)c2C#N)cc1	0.945	4.6	1.6	5.5	0.973	1.0	-8.8	-0.9	2.7
COc1ccc(CC(=O)Nc2cccc3ccccc23)cc1OC	0.792	-1.6	-3.4	20.8	0.923	-0.6	-7.5	0.9	7.7
NC(=O)C1CCN(CC(=O)Nc2cccc(C(=O)Nc3cccc(C(F)(F)F)c3)c2)CC1	1.41	-2.5	-1.6	-41.3	1.04	0.3	-4.1	-1.3	-4.1
COc1cc2oc3ccc(C#Cc4ccccn4)cc3c(=O)c2cc1OC	0.946	-7.7	3.0	5.4	0.964	-1.6	7.2	-23.4	3.6

Compound activity deposited in PubChem BioAssay by Sanford-Burnham Center for Chemical Genomics.
